Pf growth 48h = inhibits P. falciparum growth in the first generation, 48 h; 310,000 tested, 5.9% active; AID 504832; Potency, µM (highest dose often 28.7 µM), for the others: at the top dose activity change, negative = inhibition, usual class: inhibitors; P. falciparum luciferase growth in erythrocytes, 48 h; also: potency is read from the fitted curve at half-maximal effect; % is scaled to controls: 0 for no effect and ±100 for the full control effect
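In quantitative HTS format, infected erythrocytes bearing luciferase-reporter parasites were treated for a single generation at 37 C. Luminescence after adding detection reagent served as the growth measure.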
Giardia FBPA inh = inhibitors of Giardia lamblia fructose-1,6-bisphosphate aldolase. A8B2U2. purified Giardia FBPA. Potency, µM (series often up to 59.6 µM), without a hit: at the top dose activity, negative = inhibition, actives largely listed as inhibitors. 290,000 tested, 0.71% active; also: potency is read from the fitted curve at half-maximal effect; % is scaled to controls: 0 for no effect and ±100 for the full control effect; nearly all actives have a fitted effect of over 55% in size
Target sequence (A8B2U2 whole entry, looked up): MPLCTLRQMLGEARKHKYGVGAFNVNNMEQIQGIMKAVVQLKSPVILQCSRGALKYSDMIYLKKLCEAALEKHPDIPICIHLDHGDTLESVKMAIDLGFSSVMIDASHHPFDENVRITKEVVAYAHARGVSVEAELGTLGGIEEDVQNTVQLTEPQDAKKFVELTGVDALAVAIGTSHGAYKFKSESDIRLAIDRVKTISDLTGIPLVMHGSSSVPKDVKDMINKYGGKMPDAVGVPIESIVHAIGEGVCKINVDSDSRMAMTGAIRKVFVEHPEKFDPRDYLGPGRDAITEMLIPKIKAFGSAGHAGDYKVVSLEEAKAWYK
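Giardia FBPA (40 nM reagent) was preincubated 10 min at RT with compound (up to 57.5 uM final), then substrate plus GAPDH/TPI/NAD/arsenate coupling system with diaphorase/resazurin was added; resorufin fluorescence (525/598 nm) was read after 20 min.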
CHX counter = counter-screen hit for Shiga toxin inhibitors, cycloheximide | cell reporter, cycloheximide protein synthesis inhibition counterscreen | AID 2314 | max response, % | 300,000 tested, 12% active; in the data active = max response mostly above about 13%, no sharp cut-off; inactive = mostly below about 14%; also: read at 38.3 µM for the half of the compounds with a filed dose; 0% is about no effect
HCV inh = blocks hepatitis C virus. Potency, µM (series often up to 41.8 µM), for inactives: at the top dose activity change, negative = inhibition, most hits filed as inhibitors. 340,000 tested, 3.4% active. Huh7.5.1 HCVcc-Cre infection, luciferase reporter, 44 h; also: potency is read from the fitted curve at half-maximal effect; % is scaled to controls: 0 for no effect and ±100 for the full control effect
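Reporter virus HCVcc-Cre (~0.5 moi) infects cells exposed to compound; seeding density 1,000 cells/well with 4 h settling beforehand. Luminescence, 15 sec read, taken 44 h post-infection following a 15 min RT substrate incubation.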
Shiga inhibitor = Shiga toxin inhibition; Vero cells, Shiga toxin protein synthesis inhibition reporter; inhibition, % at 38.7 µM; 290,000 tested, 9.2% active; AID 2315; in the data active = inhibition mostly above about 28%, no sharp cut-off; inactive = mostly below about 43%; also: 0% is about no effect
Pf growth 96h = inhibits malaria parasite growth, 96 h; P. falciparum luciferase reporter growth, 96 h; Potency, µM (titrated, usually from 28.7 µM), for inactives: top-dose activity change, negative = inhibition, hits mostly inhibitors; 320,000 tested, 6.9% active; AID 504834; also: potency is read from the fitted curve at half-maximal effect; % is scaled to controls: 0 for no effect and ±100 for the full control effect
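Two-generation exposure (96 h) targets delayed-death phenotype. Reporter parasites carrying integrated firefly luciferase, in red cells at 2% hematocrit and 0.05% parasitemia final, kept at 37 C, 5% CO2; luminescence loss indicates inhibition.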
* marks the source's active call; other numbers are inactive results; u = inconclusive; x = not tested or not shown; [ ] = remark or other dose. Unless noted, calls follow the shape of the dose curve; as a rule, active = well fitted curve in the direction sought with a large enough effect; inconclusive = small, poorly fitted or top-dose-only effect, or another doubt; inactive = no such curve, though single readings can be large; an effect the other way counts as inactive or inconclusive.

(1) Cc1cc(C(=O)N(C2CCCCC2)C2CCCCC2)no1
(2) Cc1cccc(C(=O)NCC(=O)NNC(=O)c2ccccc2O)c1
(3) CN(C)C(=O)C1C2NC(=S)N(c3ccccc3)C1(C)Oc1ccccc12 (stereo unspecified)
(4) Cc1sc2c(c1C)C(O)=C(C(=O)Nc1ccccc1)S(=O)(=O)N2C
(5) CCOc1ccc(NC(=O)CCS(=O)(=O)c2ccc(Br)cc2)cc1
assay / entry,1,2,3,4,5
Pf growth 48h,7%,6%,6%,-9%,17%
Giardia FBPA inh,4%,x,3%,-3%,7%
CHX counter,-4,x,10,8,-5
HCV inh,x,31%[activator],13%,8%,10%
Shiga inhibitor,22,x,2,-15,-3
Pf growth 96h,11%,31%[activator],u,u,36%[activator]

Another view of part of the listing above:
(5) CCOc1ccc(NC(=O)CCS(=O)(=O)c2ccc(Br)cc2)cc1
  Pf growth 48h: 17%
  Giardia FBPA inh: 7%
  CHX counter: -5
  HCV inh: 10%
  Shiga inhibitor: -3
  Pf growth 96h: 36%[activator]

(2) Cc1cccc(C(=O)NCC(=O)NNC(=O)c2ccccc2O)c1
  Pf growth 48h: 6%
  Giardia FBPA inh: x
  CHX counter: x
  HCV inh: 31%[activator]
  Shiga inhibitor: x
  Pf growth 96h: 31%[activator]

(listing goes on)
(6) COc1ccc2nc3oc(C(=O)N4CC(C)CC(C)C4)cc3cc2c1 (stereo unspecified)
(7) COCCNC(=O)c1ccc(N(C)S(=O)(=O)c2ccc(OC)c(OC)c2)cc1
(8) CCOc1ccc(C(=O)Nc2ccc(N3CCN(C)CC3)cc2)cc1[N+](=O)[O-]
(9) COc1cccc(-c2nc(=S)c3c(n2CCCO)CCCC3)c1
(10) S=C(Nc1ccc2c(c1)OCCO2)Nc1ccccc1Cl
assay / entry,6,7,8,9,10
Pf growth 48h,u,-27%,u,0%,30%[activator]
Giardia FBPA inh,x,3%,-1%,-13%,x
CHX counter,14,-3,-2,-2,33*
HCV inh,-26%,-12%,-28%,19%,12%
Shiga inhibitor,56*,-4,-1,-5,48*
Pf growth 96h,u,11%,0%,-2%,-82%

(11) COC(=O)c1sccc1NC(=O)CN(C)NS(=O)(=O)c1ccc(F)cc1
(12) O=C(COC(=O)C12CC3CC(CC(C3)C1)C2)Nc1ccc2[nH]c(=O)[nH]c2c1
(13) O=C(Nc1ccc2nc(C3CC3)n(Cc3ccc(F)cc3)c(=O)c2c1)c1ccco1
(14) CC(C)CC(=O)Nc1nc2ccc(S(=O)(=O)N3CCOCC3)cc2s1
(15) C#CCOCCOCCOCCNc1nc(N2CCN(C(=O)[C@H](CCCCN)n3cc([C@@H](N)CC(C)C)nn3)CC2)nc(N2CCN(C(=O)[C@H](Cc3cc4ccccc4[nH]3)n3cc([C@@H](N)Cc4ccc(O)cc4)nn3)CC2)n1
assay / entry,11,12,13,14,15
Pf growth 48h,-21%,u,1.9µM*,u,3%
Giardia FBPA inh,0%,-1%,4%,5%,-3%
CHX counter,4,-3,20,-6,-2
HCV inh,-19%,4%,22µM*,-24%,7%
Shiga inhibitor,-7,2,46,-33,18
Pf growth 96h,-2%,-4%,x,u,8%

(16) O=C(CCC(=O)NC1CCCCCC1)Nc1nnc(C(F)(F)F)s1
(17) COc1ccc(C)cc1NC(=O)c1ccccc1NS(=O)(=O)c1ccc(Cl)s1
(18) CCNC(=O)/N=C1/NC(=O)C(C(C)C)O1 (stereo unspecified)
(19) O=C(N/N=C/c1ccccn1)c1cccc(NC(=O)c2ccccc2Cl)c1
(20) N#CCCn1cc(C(=O)O)c(-c2cccc([N+](=O)[O-])c2)n1
assay / entry,16,17,18,19,20
Pf growth 48h,-5%,u,1%,u,36%[activator]
Giardia FBPA inh,4%,23%,-26%,5%,4%
CHX counter,-2,-3,-5,11*,1
HCV inh,30%[activator],u,0%,-7%,20%
Shiga inhibitor,-13,2,-14,34*,2
Pf growth 96h,x,u,-12%,30%,12%

(21) COc1ccccc1N1CCN(C(c2ccccc2)c2nnnn2CCc2ccccc2)CC1 (stereo unspecified)
(22) COc1cc(/C=C/C(=O)c2ccc(O)cc2)ccc1OCC#N
(23) O=C(Nc1ccc(C(=O)NCc2ccccc2)cc1)C1=CSCCO1
(24) Cc1cccc(C(C)C)c1-n1nnnc1-c1ccccc1
(25) CN(C)c1nc(OCCNC(=O)Nc2ccccc2)nc(N(C)C)n1
assay / entry,21,22,23,24,25
Pf growth 48h,10µM*,13µM*,9%,10µM*,3%
Giardia FBPA inh,-26%,7%,x,u,-3%
CHX counter,0,71*,28*,-3,-7
HCV inh,u,u,-4%,19%,-10%
Shiga inhibitor,18,85*,38*,36,-14
Pf growth 96h,-6%,u,u,-7%[5.75 µM],-17%

(26) COc1ccccc1CNC(=O)C1CCC(CNS(=O)(=O)c2cccs2)CC1 (stereo unspecified)
(27) CCCCCCCCC/C(=N\O)c1ccccn1
(28) Cc1nc([N+](=O)[O-])c(C(=O)OCc2ccccc2C#N)n1C
(29) COc1ccc(CCNC(=O)Cn2nc(C(=O)O)c3ccccc3c2=O)cc1OC
(30) CC1(C)ON(C2CCCCC2)[C@H]2c3nc4ccccc4n3C[C@H]21
assay / entry,26,27,28,29,30
Pf growth 48h,-5%,u,0%,28%,0%
Giardia FBPA inh,5%,-3%,3%,-3%,-9%
CHX counter,-3,24*,7,-1,1
HCV inh,-4%,u,2%,7%,1%
Shiga inhibitor,20,83*,-11,-24,-2
Pf growth 96h,-2%,u,8%,24%,25%

The closing 3 entries of the section before are carried over, then new ones follow.
(28) Cc1nc([N+](=O)[O-])c(C(=O)OCc2ccccc2C#N)n1C
(29) COc1ccc(CCNC(=O)Cn2nc(C(=O)O)c3ccccc3c2=O)cc1OC
(30) CC1(C)ON(C2CCCCC2)[C@H]2c3nc4ccccc4n3C[C@H]21
(31) Cc1cccc(/C=N/NC(=O)c2cc(C)nc3ccccc23)n1
(32) Cc1noc(NS(=O)(=O)c2ccc(NC(=O)/C=C/c3ccc(Br)cc3)cc2)c1C
(33) CC(=O)c1c(C)nc2ccc(C)cc2c1-c1ccccc1
(34) Cc1noc(C)c1CSc1nnc(-c2ccncc2)n1-c1cccc(Cl)c1C
(35) COc1ccc(S(=O)(=O)Nc2ccccc2C(=O)N2CCOCC2)cc1Cl
assay / entry,28,29,30,31,32,33,34,35
Pf growth 48h,0%,28%,0%,-17%,9%,-16%,x,8%
Giardia FBPA inh,3%,-3%,-9%,x,x,4%,4%,x
CHX counter,7,-1,1,-3,-1,-2,0,1
HCV inh,2%,7%,1%,6%,9%,-18%,-2%,20%
Shiga inhibitor,-11,-24,-2,-13,-5,-32,22,-32
Pf growth 96h,8%,24%,25%,28%,u,u,u,-11%

(36) Cc1cccc(C)c1NC(=O)c1cnn(-c2ccccc2)c1C
(37) Cn1c(SCC(=O)Nc2nccs2)nnc1-c1cccnc1
(38) CC(C)NC(=O)c1onc(CSc2ccccn2)c1C(=O)NC(C)C
(39) C=CCc1c(C)nc(-c2ccccc2)nc1Nc1ccc(O)cc1
(40) CCCCCCCOc1ccc(-c2ccc(C#N)cn2)cc1
assay / entry,36,37,38,39,40
Pf growth 48h,-22%,u,50%[activator],12%,9%
Giardia FBPA inh,7%,x,-4%,-2%,1%
CHX counter,2,x,-5,0,-3
HCV inh,7%,3%,3%,u,1%
Shiga inhibitor,-10,x,1,-14,2
Pf growth 96h,u,2%,73%[activator],u,6.6µM*

(41) COc1ccc(-c2cn3c(C)c(C(=O)NC(C)(C)C)sc3n2)cc1
(42) COC(=O)c1cc(-c2cccs2)nc2ccccc12
(43) O=C(N/N=C/c1ccncc1)c1cc2c(ccc3ccccc32)o1
(44) Cc1cc(C)c[n+](-c2nc3ccccc3nc2[N-]S(=O)(=O)c2ccc(Cl)cc2)c1
(45) O=C(Nc1cccc(-c2nn[nH]n2)c1)c1ccc(Br)s1
assay / entry,41,42,43,44,45
Pf growth 48h,71%[activator],-1%,u,-2%,19%
Giardia FBPA inh,-4%,14%,1%,4%,x
CHX counter,30*,-3,-4,-1,23*
HCV inh,u,13µM*,-18%,14%,13%
Shiga inhibitor,41*,-2,53,8,-24
Pf growth 96h,92%[activator],u,u,u,u

(46) O=C(CSc1ccc(-c2cccnc2)nn1)Nc1ccc(F)cc1F
(47) COc1ccc2[nH]c(=O)c(CN(Cc3ccccc3)C(=S)NCC3CCCO3)cc2c1 (stereo unspecified)
(48) CCOC(=O)C1=C(COC(=O)CCOc2ccccc2C)NC(=O)NC1C (stereo unspecified)
(49) Cc1cc(N2CCCC(C(=O)Nc3cccc(Cl)c3)C2)n2ncnc2n1 (stereo unspecified)
(50) C=CCn1c(C)cc(C(=O)COC(=O)/C=C/c2cccc(OC)c2)c1C
assay / entry,46,47,48,49,50
Pf growth 48h,2%,9%,1%,-2%,-5%
Giardia FBPA inh,x,-6%,x,0%,-1%
CHX counter,14,1,x,-1,27*
HCV inh,-9%,u,0%,-15%,13µM*
Shiga inhibitor,-7,-5,x,-9,4
Pf growth 96h,u,169%[activator],27%,15µM*,3%

(51) CSc1ccccc1OCc1cc(C(=O)N(C)Cc2c(C)n[nH]c2C)no1
(52) Cc1cc(Cl)c(S(=O)(=O)N/N=C/c2ccc3c(c2)OCO3)c(Cl)c1
(53) O=C(N/N=C\c1c(O)ccc2ccccc12)c1ccc(O)cc1
(54) COc1ccc(S(=O)(=O)Nc2cc3c4c(c2)CCC(=O)N4CCC3)cc1C
(55) CC(C)CNC(=O)Nc1ccccc1F
assay / entry,51,52,53,54,55
Pf growth 48h,-14%,57%[activator],u,u,6%
Giardia FBPA inh,x,-4%,12%,x,-2%
CHX counter,14*,41*,2,x,3
HCV inh,-15%,29%,u,u,7%
Shiga inhibitor,11,54*,12,x,19
Pf growth 96h,u,108%[activator],65%[activator],u,u

(56) COc1cc(O)c2c(=O)c3c(OC)c(O)ccc3oc2c1
(57) O=C(NCC(=O)N(c1cccnc1)C(C(=O)NC1CCCC1)c1cccs1)c1cccs1 (stereo unspecified)
(58) Nc1nc2n(n1)C(c1ccccc1)CC(c1ccc(F)cc1)N2 (stereo unspecified)
(59) O=C(/C=C/c1cccs1)Nc1ccncc1
(60) COc1ccc(C(CNC(=O)Cn2[nH]c(=O)c3ccccc3c2=O)N2CCCC2)cc1 (stereo unspecified)
assay / entry,56,57,58,59,60
Pf growth 48h,106%[activator],-2%,x,58%[activator],-15%
Giardia FBPA inh,1%,4%,6%,1%,0%
CHX counter,37*,-3,1,44*,-3
HCV inh,-23%,-4%,3%,-7%,-16%
Shiga inhibitor,56*,-17,0,63*,31
Pf growth 96h,60%[activator],12µM*,66%[activator],6%,u

(61) CC1CCCCN1C(=O)C1CC(c2ccc(F)cc2)=NO1 (stereo unspecified)
(62) CS(=O)(=O)N(CC(=O)N1CCCC1)c1cccc(F)c1
(63) COC(=O)c1ccc(CNC(=O)COC(=O)c2ccccc2-c2ccccc2)cc1
(64) Cc1ccc2nc(SCC(=O)Nc3cc(C(C)(C)C)nn3-c3ccccc3)[nH]c2c1
assay / entry,61,62,63,64
Pf growth 48h,80%[activator],-4%,u,u
Giardia FBPA inh,1%,18%,x,0%
CHX counter,59*,-1,x,-1
HCV inh,6%,10%,u,u
Shiga inhibitor,90*,x,x,-12
Pf growth 96h,u,-19%,1%,u

Bioassay records as filed in PubChem.
